Screening results as filed in PubChem BioAssay.
ssDAF-12 act: activates DAF-12 receptor from parasite S. stercoralis; HEK293 ssDAF-12/GRIP1 lit1-tk-luc reporter, luminescence; % of 3 µM dafachronic acid response; activation, % at 6.8 µM; actives 1% (n = 370,000);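 active means activation above the mean over all tested compounds plus 3 SD, cut at about 0.9% in these data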;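 further: 0% = DMSO-only wells and 100% = 3 µM delta7-dafachronic acid wells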
hgDAF-12 ag: hgDAF-12 agonism, primary luciferase screen; HEK293 GAL4-hgDAF12 UAS-luciferase reporter, agonist luminescence; normalized to butyrate control; activation, % at 6.8 µM; actives 1.8% (n = 370,000); AID 687014;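 active means activation above a cutoff set at the mean of all screened compounds plus 3 SD, cut at about 10% in these data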;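 further: 0% = DMSO wells and 100% = sodium butyrate wells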
PG9 binder: PG9 antibody binding by small molecule; TR-FRET gp120-PG9 antibody binding; inhibition, % at 6.7 µM; actives 0.43% (n = 360,000); AID 624416; in the data active means inhibition above about 8.5%
SMARCA2 act: SMARCA2 function activation, primary screen | MG213 cells, MMTV-luciferase reporter, dexamethasone, overnight | activation, % at 9.1 µM | actives 1% (n = 370,000) | AID 652017; in the data active means activation above about 7.8%;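 further: 0% = vehicle wells and 100% = reference activator wells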
DAX1 inh-1: inhibitors of DAX1 repression of SF-1 activated StAR promoter; AID 652010; inhibition, % at 6.8 µM; actives 1.1% (n = 370,000); HEK293T StAR-luciferase reporter, SF-1/DAX-1 repression relief;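 active means inhibition above the mean over all tested compounds plus 3 SD, cut at about 3.6% in these data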;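 further: 0% = DAX-1 cells with DMSO and 100% = cells lacking DAX-1 with DMSO; higher inhibition means more luminescence from relief of DAX-1 repression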
GAA850 FXN act: increases GAA850 frataxin promoter reporter activity; HEK293 lucGAA850 FXN promoter luciferase reporter, 24 h; percent of 10 µM SAHA response; activation, % at 6 µM; actives 0.56% (n = 360,000); AID 540364;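 active means activation above the average of all compounds screened plus 3 SD, cutoff fixed separately per campaign, cut at about 7.5% in these data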;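 further: 0% = DMSO wells and 100% = 10 µM SAHA wells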
HGIII-sPLA2 inh: Inhibits HGIII-sPLA2 liposome hydrolysis, primary screen; Q9NZ20; QFRET BODIPY PC-A2 liposome hydrolysis, fluorescence; inhibition, % at 12.2 µM; actives 0.56% (n = 370,000); AID 743126;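 active means inhibition above mean plus 3 SD of compounds lying within the high and low control bounds, cut at about 19% in these data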;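 further: 0% = median of test compound wells and 100% = no enzyme DMSO wells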
DAX1 inh-2: NR0B1 (DAX1) inhibition; P51843; HEK293 Gal4-DAX1 luciferase reporter, luminescence; inhibition, % at 6.75 µM; actives 0.99% (n = 340,000); AID 504766;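 active means inhibition above the mean over all tested compounds plus 3 SD, cut at about 4.2% in these data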;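 further: 0% = DAX1-transfected cells with DMSO and 100% = empty-vector control cells with DMSO; inhibition shows as a rise in luminescence from relieved DAX1 repression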
Target sequence (P51843 207-470 limits assumed): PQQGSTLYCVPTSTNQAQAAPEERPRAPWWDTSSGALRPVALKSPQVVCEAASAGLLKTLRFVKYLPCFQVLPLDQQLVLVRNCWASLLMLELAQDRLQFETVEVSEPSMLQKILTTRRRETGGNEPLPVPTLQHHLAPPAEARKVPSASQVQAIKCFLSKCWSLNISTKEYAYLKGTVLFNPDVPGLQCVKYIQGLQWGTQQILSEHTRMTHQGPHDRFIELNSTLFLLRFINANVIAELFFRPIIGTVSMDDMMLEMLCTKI
hcDAF-12 act: activators of H. contortus DAF-12 nuclear receptor. HEK293 hcDAF-12 lit1-tk-luc reporter, luminescence; 0% DMSO, 100% Δ7-dafachronic acid. activation, % at 6.8 µM. actives 1.4% (n = 370,000). AID 652067;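 active means activation above the mean of all tested compounds plus 3 SD, cut at about 5.5% in these data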;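 further: 100% = response to 3 µM Δ7-dafachronic acid high control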
PLCb3 inh: blocks human PLC-beta3 enzyme activity; Q01970; Purified PLC-beta3, fluorogenic substrate, fluorescence; inhibition, % at 12.2 µM; actives 0.18% (n = 370,000); in the data active means inhibition above about 11%;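 further: 0% = median of compound wells on plate and 100% = full blocker control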
Rev-erbA mod: modulators of human Rev-erb alpha DNA binding. Rev-erbα–FITC-DNA binding, fluorescence polarization, 90 min. activity, % at 10 µM. actives 0.79% (n = 370,000);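 active means activity above about 14%, limit read from the data; passing the limit was not always enough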;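 further: 0% = DMSO wells with 35 nM protein and 100% = DMSO wells with 750 nM protein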
Target sequence (P20393 whole entry, looked up): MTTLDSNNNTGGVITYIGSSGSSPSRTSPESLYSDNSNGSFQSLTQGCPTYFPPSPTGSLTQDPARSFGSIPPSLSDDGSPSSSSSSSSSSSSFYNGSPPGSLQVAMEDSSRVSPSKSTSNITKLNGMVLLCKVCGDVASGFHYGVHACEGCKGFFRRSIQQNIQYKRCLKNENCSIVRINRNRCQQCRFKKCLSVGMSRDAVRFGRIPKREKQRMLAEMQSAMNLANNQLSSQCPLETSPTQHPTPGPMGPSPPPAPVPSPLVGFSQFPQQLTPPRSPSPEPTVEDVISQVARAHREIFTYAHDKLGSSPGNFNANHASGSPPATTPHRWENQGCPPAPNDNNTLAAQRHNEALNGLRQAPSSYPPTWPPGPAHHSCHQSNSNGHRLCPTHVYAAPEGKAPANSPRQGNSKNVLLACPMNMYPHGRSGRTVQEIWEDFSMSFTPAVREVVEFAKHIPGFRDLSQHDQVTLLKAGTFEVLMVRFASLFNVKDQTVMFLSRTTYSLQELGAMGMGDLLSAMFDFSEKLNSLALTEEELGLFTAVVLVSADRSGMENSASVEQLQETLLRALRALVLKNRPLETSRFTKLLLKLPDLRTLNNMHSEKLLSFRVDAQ
* hit, by the source's call; nt = no result given. Outcome played no part in choosing rows, and some 7% of all compounds hit somewhere here.

Abbreviations – A = ssDAF-12 act; B = hgDAF-12 ag; C = PG9 binder; D = SMARCA2 act; E = DAX1 inh-1; F = GAA850 FXN act; G = HGIII-sPLA2 inh; H = DAX1 inh-2; I = hcDAF-12 act; J = PLCb3 inh; K = Rev-erbA mod
1. CCOc1ccc(-c2nc(C)sc2CC(=O)O)cc1
  A: -1.0	B: -1.3	C: 0.8	D: -2.6	E: 0.5	F: 2.3	G: 2.3	H: 1.3	I: -0.6	J: -0.1	K: 1.0

2. COC(=O)c1cc(C(=O)NCCN2C(=O)S/C(=C\c3cccs3)C2=O)cc([N+](=O)[O-])c1
  A: -1.0	B: 2.4	C: -0.1	D: -1.9	E: -0.8	F: 4.2	G: 1.9	H: 0.8	I: -1.4	J: 0.4	K: -5.1

3. Cc1ccc(C(C)C)cc1S(=O)(=O)NC1CC(C)(C)NC(C)(C)C1
  A: -0.8	B: 0.1	C: -0.3	D: -3.9	E: -0.1	F: -1.4	G: 6.0	H: -1.2	I: -0.2	J: -5.0	K: -2.7

4. CCNc1ccc(C(=O)OCC(=O)N2CCCC2)cc1[N+](=O)[O-]
  A: -1.5	B: -0.9	C: -2.3	D: 0.1	E: -0.5	F: -0.2	G: -1.7	H: 0.3	I: -2.3	J: -7.0	K: 0.1

5. Cc1ccc(/C=C/C(=O)OCC(=O)NCCN2C(=O)CSC2=O)cc1
  A: -1.1	B: -2.1	C: -1.7	D: -0.7	E: 0.3	F: 1.2	G: -11.3	H: 1.3	I: -1.2	J: 1.6	K: 0.9

6. CC(=O)N1Cc2cc(N)ccc2Oc2ccccc21
  A: -1.2	B: 3.6	C: -1.3	D: 1.8	E: -0.6	F: 1.7	G: 0.3	H: 0.6	I: -1.2	J: 0.3	K: 0.5

7. CCc1nc2ccccc2c(C(=O)OCc2nnc(-c3ccccc3)o2)c1C
  A: -1.5	B: 0.6	C: 1.2	D: -6.4	E: 0.2	F: 5.8	G: -9.6	H: 0.0	I: -0.5	J: 0.9	K: 2.9

8. COc1ccc(C(=O)N/N=C(\C)CC(=O)N2CCN(C=O)CC2)cc1
  A: -0.9	B: 7.3	C: -1.1	D: 5.6	E: -0.1	F: 0.0	G: 4.4	H: 0.7	I: 0.7	J: 0.8	K: 6.6

9. O=C1NC2(Nc3ccccc31)C(=O)Nc1ccc(Br)cc12 (centres undefined)
  A: -1.6	B: -2.9	C: 1.6	D: -2.1	E: -1.9	F: -0.1	G: 2.8	H: 1.6	I: 0.6	J: -166.6	K: nt

10. COc1cc(/C=C2/C(=N)N3N=C(CC(=O)N4CCOCC4)SC3=NC2=O)ccc1OC(C)c1ccccc1 (centres undefined)
  A: 2.2*	B: 1.1	C: -0.4	D: -1.4	E: 0.7	F: 1.3	G: -22.9	H: -0.3	I: -0.8	J: -69.5	K: -5.9

11. CCOC(=O)N1CN(C(=O)OCC)CN(C(=O)OCC)C1
  A: -1.3	B: 3.4	C: -1.5	D: 1.5	E: -0.4	F: 1.5	G: 1.8	H: 0.4	I: -1.2	J: -3.6	K: -3.8

12. CC(C)(C)NC(=O)CN(Cc1cccs1)C(=O)CCN1CCc2ccccc21
  A: -1.3	B: -0.1	C: -1.3	D: -0.6	E: -0.2	F: 1.5	G: 3.6	H: -1.2	I: -0.6	J: 1.8	K: -0.8

13. CN(C(=O)COc1ccccc1C(=O)NCc1ccccc1)C1CCS(=O)(=O)C1 (centres undefined)
  A: -1.1	B: 3.2	C: -1.7	D: 0.7	E: -1.2	F: -0.6	G: -4.7	H: -0.4	I: -0.4	J: -8.4	K: 3.2

14. O=C(CSCC(=O)N1CCOCC1)Nc1nc(-c2ccccc2)cs1
  A: 0.2	B: 3.7	C: -1.1	D: 6.1	E: 0.9	F: 4.1	G: 0.9	H: 2.5	I: 4.3	J: -9.2	K: -6.7

15. Cc1ccc(S(=O)(=O)NCCCNS(=O)(=O)c2ccc(C)cc2)cc1
  A: -1.3	B: -2.2	C: -0.8	D: 0.3	E: 0.7	F: -1.9	G: -23.5	H: -0.5	I: -1.9	J: -4.3	K: -6.9

16. COc1ccc(OC)c(N(CC(=O)NCCSC2CCCCC2)S(=O)(=O)c2ccccc2)c1
  A: -1.1	B: -0.4	C: -1.9	D: -1.5	E: -0.2	F: 0.0	G: -0.8	H: 0.8	I: 1.4	J: -9.9	K: -0.7

17. Cc1nc2sccn2c(=O)c1S(=O)(=O)N1CCN(c2cccc(Cl)c2)CC1
  A: -1.4	B: -0.6	C: 1.2	D: -1.1	E: 0.8	F: -0.9	G: 2.8	H: 1.4	I: -0.6	J: 1.4	K: 8.0

18. O=C(N1CCCCC1)N1CCN(S(=O)(=O)c2ccccc2)CC1
  A: -0.9	B: 0.6	C: 0.2	D: -0.8	E: -0.1	F: -1.1	G: -4.8	H: 0.4	I: 1.0	J: -4.5	K: -2.8

19. COc1ccc(OC)c(C2=NOC(C(=O)Nc3cc(C)on3)C2)c1 (centres undefined)
  A: -0.9	B: -1.5	C: -2.8	D: -3.5	E: 0.4	F: 0.3	G: 8.2	H: 0.0	I: -1.6	J: -9.1	K: -5.0

20. O=c1c2c(ncn1Cc1ccccc1)nc1n2CCC1
  A: -1.2	B: -0.4	C: 0.8	D: 0.2	E: 0.0	F: 2.4	G: 1.5	H: -1.4	I: 1.4	J: 3.0	K: 7.7

21. COc1cc(-c2noc(C)c2-c2ccc(N(C)C)nc2)cc(OC)c1OC
  A: -0.8	B: -6.2	C: 0.1	D: -1.6	E: 1.0	F: -2.5	G: 3.8	H: 0.9	I: -2.2	J: -20.7	K: 8.8

22. CCC(=O)Nc1ccc(Cl)c(NC(=O)C(C)C)c1
  A: -0.8	B: -0.1	C: 0.2	D: -0.7	E: 0.2	F: 0.2	G: 4.7	H: 0.9	I: -1.1	J: -2.7	K: 2.6

23. COc1ccc(CNC(=S)Nc2ccc(S(N)(=O)=O)cc2)cc1
  A: -1.8	B: -0.9	C: 0.3	D: -1.1	E: -0.8	F: -1.3	G: -3.4	H: 0.0	I: 0.0	J: -0.8	K: -4.1

24. CCCc1nnc(SCC(=O)Nc2cc(C)on2)n1CCOC
  A: -0.9	B: -0.9	C: -2.3	D: -2.0	E: -0.2	F: 1.7	G: 1.9	H: 1.8	I: -1.4	J: -6.6	K: 1.8

A different layout for seven compounds above.
cpd | mol | ssDAF-12 act | hgDAF-12 ag | PG9 binder | SMARCA2 act | DAX1 inh-1 | GAA850 FXN act | HGIII-sPLA2 inh | DAX1 inh-2 | hcDAF-12 act | PLCb3 inh | Rev-erbA mod
8 | COc1ccc(C(=O)N/N=C(\C)CC(=O)N2CCN(C=O)CC2)cc1 | -0.9 | 7.3 | -1.1 | 5.6 | -0.1 | 0.0 | 4.4 | 0.7 | 0.7 | 0.8 | 6.6
9 | O=C1NC2(Nc3ccccc31)C(=O)Nc1ccc(Br)cc12 (centres undefined) | -1.6 | -2.9 | 1.6 | -2.1 | -1.9 | -0.1 | 2.8 | 1.6 | 0.6 | -166.6 | nt
10 | COc1cc(/C=C2/C(=N)N3N=C(CC(=O)N4CCOCC4)SC3=NC2=O)ccc1OC(C)c1ccccc1 (centres undefined) | 2.2* | 1.1 | -0.4 | -1.4 | 0.7 | 1.3 | -22.9 | -0.3 | -0.8 | -69.5 | -5.9
11 | CCOC(=O)N1CN(C(=O)OCC)CN(C(=O)OCC)C1 | -1.3 | 3.4 | -1.5 | 1.5 | -0.4 | 1.5 | 1.8 | 0.4 | -1.2 | -3.6 | -3.8
12 | CC(C)(C)NC(=O)CN(Cc1cccs1)C(=O)CCN1CCc2ccccc21 | -1.3 | -0.1 | -1.3 | -0.6 | -0.2 | 1.5 | 3.6 | -1.2 | -0.6 | 1.8 | -0.8
13 | CN(C(=O)COc1ccccc1C(=O)NCc1ccccc1)C1CCS(=O)(=O)C1 (centres undefined) | -1.1 | 3.2 | -1.7 | 0.7 | -1.2 | -0.6 | -4.7 | -0.4 | -0.4 | -8.4 | 3.2
14 | O=C(CSCC(=O)N1CCOCC1)Nc1nc(-c2ccccc2)cs1 | 0.2 | 3.7 | -1.1 | 6.1 | 0.9 | 4.1 | 0.9 | 2.5 | 4.3 | -9.2 | -6.7
